# Assay outcomes: PubChem BioAssay, several laboratories
# DUSP3 inh: DUSP3 (human) phosphatase inhibition | inhibition, % at 13.3 µM | 0.52% of 290,000 active | AID 1654 | recombinant VHR phosphatase, pNPP absorbance | P51452; in the data active = inhibition above about 50%; note: some compounds called inactive have numbers as strong as hits
# Anthrax LF inh2: blocks Bacillus anthracis lethal factor protease; 0.12% of 360,000 active; P15917; inhibition, % at 10 µM; multiplex microsphere protease cleavage assay, LF; AID 588501; note: plate controls were buffer without enzyme for full effect and enzyme alone for no effect
# BH1578 lux ind: inducers of Vibrio cholerae quorum light production without autoinducers; V. cholerae BH1578 lux reporter, luminescence, 6 h; activation, % at 18.7 µM; 0.16% of 350,000 active; in the data active = activation mostly above about 9.7%, no sharp cut-off; inconclusive = no clear call, values can overlap the other calls; inactive = mostly below about 3.7%; note: not every result past the cut was called active; inactives centre near 0; reference of the scale not given here
# PfHsp40 rescue: restores yeast growth despite PfHsp40 toxicity; growth rescue, % at 12.5 µM; AID 504582; 0.68% of 340,000 active; S. cerevisiae expressing PfHsp40, growth rescue, ATP luminescence; in the data active = growth rescue above about 28%, passing the limit was not always enough; inconclusive = no clear call, values can overlap the other calls;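 note: yeast W303a lacking pdr1 and pdr3 grown in galactose medium; growth measured after three days at 30 °C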
# TcdB GH inh: TcdB glycohydrolase inhibition; P18177; TcdB glycohydrolase enzymatic assay, plate reader; inhibition, % at 9.99 µM; 0.24% of 350,000 active; in the data active = inhibition above about 10%
# Target sequence (P18177 whole entry, looked up): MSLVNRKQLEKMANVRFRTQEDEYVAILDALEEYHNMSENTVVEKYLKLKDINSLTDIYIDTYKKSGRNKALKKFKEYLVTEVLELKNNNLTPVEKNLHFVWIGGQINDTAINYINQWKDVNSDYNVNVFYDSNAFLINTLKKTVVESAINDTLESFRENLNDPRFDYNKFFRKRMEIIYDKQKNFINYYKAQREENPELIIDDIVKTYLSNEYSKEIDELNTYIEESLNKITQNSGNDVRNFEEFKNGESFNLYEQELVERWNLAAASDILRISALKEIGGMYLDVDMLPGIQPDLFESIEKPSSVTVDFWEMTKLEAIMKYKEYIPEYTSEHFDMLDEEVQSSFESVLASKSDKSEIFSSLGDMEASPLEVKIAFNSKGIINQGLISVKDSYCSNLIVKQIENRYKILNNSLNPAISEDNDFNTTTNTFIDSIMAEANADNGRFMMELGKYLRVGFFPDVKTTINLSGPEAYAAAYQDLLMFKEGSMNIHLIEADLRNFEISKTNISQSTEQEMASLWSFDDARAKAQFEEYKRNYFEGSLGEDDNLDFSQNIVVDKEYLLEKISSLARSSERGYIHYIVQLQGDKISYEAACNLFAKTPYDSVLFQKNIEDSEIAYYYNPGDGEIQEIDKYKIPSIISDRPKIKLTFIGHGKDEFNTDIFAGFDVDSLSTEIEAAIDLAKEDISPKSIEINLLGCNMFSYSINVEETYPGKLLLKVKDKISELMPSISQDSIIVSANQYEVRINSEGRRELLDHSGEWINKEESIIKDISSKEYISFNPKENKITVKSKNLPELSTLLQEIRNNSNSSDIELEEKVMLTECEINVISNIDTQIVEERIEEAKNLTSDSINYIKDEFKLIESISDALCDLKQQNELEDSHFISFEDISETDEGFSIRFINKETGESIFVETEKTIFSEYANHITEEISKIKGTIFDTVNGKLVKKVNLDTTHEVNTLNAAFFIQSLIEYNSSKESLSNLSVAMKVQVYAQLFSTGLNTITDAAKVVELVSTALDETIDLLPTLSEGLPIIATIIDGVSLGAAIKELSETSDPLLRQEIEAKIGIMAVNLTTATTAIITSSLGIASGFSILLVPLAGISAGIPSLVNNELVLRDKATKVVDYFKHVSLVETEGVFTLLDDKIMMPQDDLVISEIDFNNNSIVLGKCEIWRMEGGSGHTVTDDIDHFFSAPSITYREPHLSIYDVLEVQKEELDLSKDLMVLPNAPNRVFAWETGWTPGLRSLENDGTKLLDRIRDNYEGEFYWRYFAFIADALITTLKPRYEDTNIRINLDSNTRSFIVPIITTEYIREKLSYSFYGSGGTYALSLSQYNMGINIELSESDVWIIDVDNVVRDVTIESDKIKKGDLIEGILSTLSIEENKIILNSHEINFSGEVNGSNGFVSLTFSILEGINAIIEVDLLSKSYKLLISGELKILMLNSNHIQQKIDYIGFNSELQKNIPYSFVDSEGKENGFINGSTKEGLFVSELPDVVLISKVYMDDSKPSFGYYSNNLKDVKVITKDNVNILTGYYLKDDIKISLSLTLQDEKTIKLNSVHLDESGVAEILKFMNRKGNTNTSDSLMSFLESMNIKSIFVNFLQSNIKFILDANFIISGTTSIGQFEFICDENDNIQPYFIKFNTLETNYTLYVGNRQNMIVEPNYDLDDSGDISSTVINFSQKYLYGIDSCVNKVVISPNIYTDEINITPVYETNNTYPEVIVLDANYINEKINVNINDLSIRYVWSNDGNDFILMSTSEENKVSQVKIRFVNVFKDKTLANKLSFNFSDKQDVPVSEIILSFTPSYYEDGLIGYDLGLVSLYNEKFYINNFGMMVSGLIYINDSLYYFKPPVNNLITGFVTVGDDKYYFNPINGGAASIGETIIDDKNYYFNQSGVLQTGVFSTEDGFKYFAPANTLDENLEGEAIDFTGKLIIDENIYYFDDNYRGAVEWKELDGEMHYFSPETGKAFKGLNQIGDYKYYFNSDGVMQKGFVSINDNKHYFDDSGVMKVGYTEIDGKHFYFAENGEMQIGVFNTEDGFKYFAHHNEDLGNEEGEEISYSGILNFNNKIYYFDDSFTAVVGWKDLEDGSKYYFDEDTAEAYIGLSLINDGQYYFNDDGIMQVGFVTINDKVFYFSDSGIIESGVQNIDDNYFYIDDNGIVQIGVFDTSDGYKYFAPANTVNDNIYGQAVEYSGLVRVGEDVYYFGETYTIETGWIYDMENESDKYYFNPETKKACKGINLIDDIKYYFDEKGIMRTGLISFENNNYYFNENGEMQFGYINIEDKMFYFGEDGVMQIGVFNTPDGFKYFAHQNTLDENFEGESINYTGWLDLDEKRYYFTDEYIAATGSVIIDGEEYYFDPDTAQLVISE
# CCHFV vOTU inh: CCHFV vOTU protease inhibition; Pep-AMC fluorescence; inhibition, % at 11.5 µM; 0.55% of 370,000 active; AID 651958; in the data active = inhibition above about 30%; note: 0% = vehicle wells with enzyme and 100% = no enzyme wells
# Y pestis TopoI: inhibitors of Yersinia pestis topoisomerase I; Y. pestis Topo-I cleavage product accumulation, plate reader; activity, % at 10 µM; 0.064% of 360,000 active; in the data active = activity above about 50%, passing the limit was not always enough; inconclusive = no clear call, values can overlap the other calls; note: inactives centre near 2
# BoNT A protease: BoNT A light chain protease inhibition | multiplex microsphere protease substrate cleavage, flow cytometry | inhibition, % at 10 µM | 0.17% of 360,000 active; note: plate controls were buffer without enzyme for full effect and enzyme alone for no effect
# 3CLpro inhibitor: SARS-CoV 3CLpro protease inhibition | P0C6X7 | recombinant SARS-CoV 3CLpro, quenched FRET peptide cleavage | inhibition, % at 6 µM | 0.14% of 290,000 active | AID 1706; in the data active = inhibition above about 12%
# SSB-PriA inh: inhibitors of Klebsiella pneumoniae PriA binding to SSB C-terminal tail; AlphaScreen SSBct-PriA binding, biotinylated peptide; 0.6% of 430,000 active; inhibition, % at 33 µM; in the data active = inhibition mostly above about 37%, no sharp cut-off; inactive = mostly below about 20%;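 note: plate controls were negative control peptide for no effect and reference peptide for full effect; strong numbers were not always called active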
# * = called active by the depositor; i = inactive; ? = inconclusive; · = not tested or not shown; & = joins results of further samples. Cut-off read from the data, not from the text of the source, unless noted: active = inhibition above about 30%; inconclusive = no clear call, values can overlap the other calls; inactive = below that.
SMILES,DUSP3 inh,Anthrax LF inh2,BH1578 lux ind,PfHsp40 rescue,TcdB GH inh,CCHFV vOTU inh,Y pestis TopoI,BoNT A protease,3CLpro inhibitor,SSB-PriA inh
O=C1ON=C(c2ccccc2[N+](=O)[O-])/C1=C/c1cccc([N+](=O)[O-])c1O,·,3,1.2,-1.0,-0.4,5,0,-0.7,·,-4
CCN1C(=O)C(O)(C2COC(C)(C)CC2=O)c2ccccc21 (configuration not stated),36,-4,0.5,0.6,·,2,3,0.0,-3,-15
O=C(c1cn(Cc2ccccc2)nc1-c1ccccc1)N1CCN(c2ccccn2)CC1,·,-1,i,1.2,1.1,-5,23,-0.9,·,10
Cc1cc(C2CC(=O)Nc3ccccc3S2)c(C)s1 (configuration not stated),27,0,-0.4,0.9,0.9,-6,19,-4.7,0,-5
COc1ccccc1Cc1c(-c2ccccc2)nc2c(C)cc(Br)cn12,·,0,·,·,3.4,27,·,-0.5,·,·
COc1ccc(S(=O)(=O)N2CCC(C(=O)NC3CC(C)(C)NC(C)(C)C3)CC2)cc1,7,2,-0.5,-0.1,0.5,-7,-4,-0.5,-2,-2
COc1ccc(N(C(=O)c2cccnc2)S(=O)(=O)c2ccc(Cl)cc2)cc1,21,-1,-1.4,0.5,2.0,-3,18,0.5,2,0
COc1ccc(/C=C2\SC(=S)N(CCCC(=O)Nc3ccccc3C(=O)O)C2=O)cc1OC,5,-3,-0.4,-0.1,0.7,1,4,-1.4,8,-6
O=S(=O)(c1ccccc1F)N1CCC(c2nc3ccccc3[nH]2)CC1,26,3,-0.2,0.0,0.0,3,-13,-1.6,5,6
COc1cc(NC(=O)CCC(=O)OCCCC(F)(F)C(F)(F)F)nc(OC)n1,22,4,-0.9,-0.9,-0.3,2,2,0.2,6,-3
O=C(Cc1ccc(S(=O)(=O)N2CCCC2)s1)Nc1nc2c(s1)CCCC2,-1,-9,i,0.5,·,3,12,2.6,-5,-2
Cc1ccc(CSC2=NCCN2S(=O)(=O)c2ccccc2)cc1,10,-3,0.6,-0.5,2.1,-5,18,0.6,1,-31
CSCCC(=O)N1CCN(CC(=O)N2CCCC2)CC1,26,2,-0.4,-0.7,1.2,-1,-3,-1.3,2,1
O=P(CCCO)(Cc1ccccc1)Cc1ccccc1,16,-8,i,-1.5,-7.9,-15,-9,-6.5,3,-14
S=c1[nH]nc(COc2ccc(Cl)cc2)o1,10,-4,i,-0.3,·,-4,1,?,0,1&-20
S=C1NCCc2ccc(Cl)cc2C1c1ccccc1Cl (configuration not stated),22,-3,7.1,0.7,·,3,-3,0.7,8,3
COc1cc(/C=C/C(=O)OCC(=O)Nc2cc(S(=O)(=O)N3CCCCC3)ccc2C)ccc1O,-5,-6,-3.4,-1.0,1.4,1,-9,-0.7,1,0
CCOC(=O)C1CCCN(C(=O)c2cc(S(=O)(=O)Nc3ccccc3OC)ccc2C)C1 (configuration not stated),4,0,-0.4,0.1,0.5,-5,11,0.2,0,7
Cc1cc(-c2nc(C)c(C(=O)NNS(=O)(=O)c3ccc(Cl)cc3Cl)s2)no1,14,1,-1.9,1.0,-0.8,-1,-2,0.3,-3,-7
CCOC(=O)C1=CCN(S(=O)(=O)c2ccc(Br)cc2)C1c1ccc(C)cc1 (configuration not stated),·,-7,·,·,1.4,5,·,0.0,·,·
COc1cccc(-c2cnc3c(NC(C)=O)cc(-c4cccc(C(=O)NCCN(C)C)c4)cn23)c1,·,-10,-4.0,·,1.2,-9,-19,0.3,·,·
Cc1ccc(C(=O)c2c[nH]c(C(=O)NCc3cccnc3)c2)cc1,19,-7,-0.3,0.7,·,0,5,0.1,-2,-19
C=CCNc1nc(N)c([N+](=O)[O-])c(N2CCCCCC2)n1,23,15,-0.4,-1.3,1.8,20,-7,-6.5,-1,16
Cc1cc(C(F)(F)F)n2[nH]c(=O)c(N=Nc3ccccc3)c2n1,-18,-10,0.1,2.0,-1.1,3,3,-1.4,3,-5
C/C(=N\NC(=O)c1cccc(N2CCCC2=O)c1)c1ccc(N)cc1,9,-4,i,-0.8,-9.8,-8,7,-0.3,1,·

# (further entries)
SMILES,DUSP3 inh,Anthrax LF inh2,BH1578 lux ind,PfHsp40 rescue,TcdB GH inh,CCHFV vOTU inh,Y pestis TopoI,BoNT A protease,3CLpro inhibitor,SSB-PriA inh
COc1ccc(OCC(O)CNC(=O)Nc2cccc3ccccc23)cc1 (configuration not stated),-19,-2,5.3,0.5,0.6,-4,-8,-0.4,3,-1
COc1cc(C(=O)NCc2ccc(C)cc2)ccc1OCc1c(C)noc1C,-2,-6,-0.7,-1.6,·,20,-3,-0.2,6,-20
CCC(C)(C(=O)NC1CCCC1)N(C(=O)c1cnccn1)c1c(C)n(C)n(-c2ccccc2)c1=O (configuration not stated),19,0,i,1.4,·,·,2,?,-1,-18
CCn1c(SCC(=O)Nc2cccc(NC(C)=O)c2)nnc1C(C)C,10,2,-0.2,-0.3,·,9,-8,-0.5,-3,-11
Cc1ccc(-c2csc(NC(=O)c3cccc([N+](=O)[O-])c3)n2)cc1,10,2,0.5,-0.8,·,9,2,0.2,0,0
C/C(=N\NC(=O)c1ccccc1C)c1cccnc1,-6,8,i,-0.1,1.0,3,-3,0.5,0,·
COc1ccc(NC(=O)CN2C(=O)NC(CC(C)C)C2=O)cc1S(=O)(=O)N1CCOCC1 (configuration not stated),·,-4,-2.5,-0.6,2.0,0,-2,-0.3,·,3
COC(=O)c1ccc(CNC(=O)C2CCC(=O)N(C3CCCCCC3)C2)cc1 (configuration not stated),12,0,-3.1,0.4,-1.1,8,-4,1.0,-1,5
CC(=O)NC(C)c1nc2ccccc2n1CC(=O)N1C(C)CCCC1C (configuration not stated),9,1,-1.0,-1.0,0.2,8,1,-0.7,1,11
O=C(c1ccc2c3c(cccc13)C(=O)N(O)C2=O)N1CCCCC1,21,2,-0.1,0.3,·,0,-1,0.0,-8,-15
COc1cc(-c2cccc([C@H]3[C@@H]4C=CC[C@@H](C)[C@@H]4C(=O)N3Cc3ccccc3)c2)cc(OC)c1OC,·,-6,i,1.5,0.6,19,33,0.0,·,-13
CC1=Cc2ccccc2C(C#N)N1C(=O)c1ccccc1 (configuration not stated),20,-2,8.3,-0.2,-1.8,-2,-10,-0.2,3,-19
Cc1cc(C)nc(SCc2c(F)cccc2Cl)n1,15,-5,-0.8,2.2,1.9,-9,-9,-2.1,0,-13
O=c1c2ccccc2nc(SCc2cccc(F)c2)n1-c1cccc(S(=O)(=O)N2CCCC2)c1,-10,-2,i,-0.9,·,4,10,-0.5,3,15
CC1=C(C(=O)N(C)C)CC(CC(=O)NCCCCc2ccccc2)C(=O)N1Cc1ccc(F)cc1 (configuration not stated),·,2,-0.5,·,0.9,-5,34,0.0,·,·
O=C(c1ccco1)N1CCN(C(c2ccccc2F)c2nnnn2Cc2cccs2)CC1 (configuration not stated),-1,-4,i,-1.8,·,5,9,0.0,3,-2
Cc1cc(C(=O)CSc2nc3ccccc3c(=O)[nH]2)c(C)n1C,10,-3,i,-1.7,·,-4,9,0.3,-8,-26
Cc1ccc(NC(=S)N2CCC(c3nc4ccccc4s3)CC2)cc1,18,0,i,1.5,0.2,-3,-4,0.7,0,1
Cc1cccc(C(=O)Nc2ccc(C(=O)/C=C/c3cccnc3)cc2)c1,5,1,-0.2,-0.4,·,-15,-1,-1.3,-1,-17
Cc1[nH]c2ccccc2c1C(=O)CN1CC(C)CC(C)C1 (configuration not stated),2,2,1.5,0.1,1.2,11,-7,1.2,0,-1
CCNC(=O)CCCOc1ccc(Cl)cc1Cl,-3,-4,3.9,0.7,·,-13,5,-0.7,-1,-5
Cc1ccc(Nc2nnc(C3C(=O)N(C)C4(C)CC3c3cc(Br)ccc3O4)s2)cc1 (configuration not stated),1,1,-0.4,-0.9,0.7,14,16,0.1,8,-11
CN(C)/C=C(\C(=O)c1ccccc1)c1nnnn1-c1ccccc1,20,3,0.8,0.5,0.3,5,-6,-1.6,1,5
Cc1cc2oc(=O)c3c(c2cc1OC(=O)c1ccco1)CCCC3,11,1,·,-1.6,·,2,4,-0.3,-4,-25
O=C(CSc1ccccn1)Nc1ccc2c(c1)C(=O)c1ccccc1C2=O,4,-1,-2.7,-0.4,-0.4,-8,-1,1.6,-5,1

# Next part:
SMILES,DUSP3 inh,Anthrax LF inh2,BH1578 lux ind,PfHsp40 rescue,TcdB GH inh,CCHFV vOTU inh,Y pestis TopoI,BoNT A protease,3CLpro inhibitor,SSB-PriA inh
O=C(NCc1ccc(C(F)(F)F)cc1)C1CC(c2ccccc2[N+](=O)[O-])=NO1 (configuration not stated),4,9,0.5,1.1,0.0,9,1,-0.7,4,3
O=[N+]([O-])c1cccc(-c2nnc3c4ccccc4c4ccccc4n23)c1,-2,-1,i,-1.6,·,15,-11,1.3,0,-6
CC(=O)Oc1ccc(/C=N/NC(=S)Nc2ccccc2)cc1,8,2,-0.4,2.2,·,-13,-7,-1.9,7,·
C/C(=N\Nc1ccc2nncn2n1)c1cccs1,20,-5,12,-1.2,1.9,-4,3,0.2,2,·
CC1CC(N(C(=O)C2CC2)c2ccccc2)c2ccccc2N1C(=O)C1CC1 (configuration not stated),46,2,·,-1.8,·,2,-2,1.1,-3,-8
COc1ccc(N=C2NC(=O)/C(=C\C=C\c3ccco3)S2)cc1,1,-3,i,0.2,2.9,8,-9,1.1,1,-9
CCCc1nnc(NC(=O)CC(=O)OCC)s1,16,-2,-0.4,0.5,·,13,3,-0.1,-3,-9
CNC(=S)N/N=C/c1c(C)nn(-c2ccc(F)cc2)c1Cl,22,-1,-0.3,1.2,1.0,11,5,-1.0,0,·
CC(C)(C)/C(Cn1cncn1)=N\OC(=O)Nc1ccc(Cl)cc1,2,0,i,1.1,2.7,6,-4,-0.6,-2,·
CCCCC(=O)Nc1ccc(NC(=O)c2ccc([N+](=O)[O-])cc2)cc1OC,7,-1,-0.7,-0.4,-0.6,-6,-5,-0.1,1,-2
C=CCc1cccc(CNn2cnnc2)c1O,11,3,i,-1.2,-0.3,-10,0,-1.2,-3,-3
CCCCn1c(=O)[nH]c(=O)c2c1nc(-c1ccc(OCCC)c(OCC)c1)n2CCOC,-6,-5,-0.9,1.7,-0.5,-3,20,-0.6,-1,-10
O=C(NCC(c1ccco1)N1CCCC1)c1sc2ccccc2c1Cl (configuration not stated),1,-3,-0.3,-0.8,-1.0,10,7,-0.6,1,-4
COC(=O)c1c(C)oc(C)c(C(=O)OC)c1=O,-5,2,-0.7,0.3,·,9,-3,-0.2,-1,-10
CC1CCN(C(=O)c2cc(Cl)nc3ccccc23)CC1,4,1,i,0.6,·,-15,-2,0.1,4,5
C[C@H](CO)N1C[C@H](C)[C@@H](CN(C)C(=O)Nc2ccccc2)Oc2ccc(NC(=O)CCC(F)(F)F)cc2C1=O,·,-3,i,0.5,-3.7&-0.9,0,-9,-0.3,·,-2

# Reprinted at random: six entries already listed, in no set order.
SMILES,DUSP3 inh,Anthrax LF inh2,BH1578 lux ind,PfHsp40 rescue,TcdB GH inh,CCHFV vOTU inh,Y pestis TopoI,BoNT A protease,3CLpro inhibitor,SSB-PriA inh
C/C(=N\Nc1ccc2nncn2n1)c1cccs1,20,-5,12,-1.2,1.9,-4,3,0.2,2,·
COc1cccc(-c2cnc3c(NC(C)=O)cc(-c4cccc(C(=O)NCCN(C)C)c4)cn23)c1,·,-10,-4.0,·,1.2,-9,-19,0.3,·,·
Cc1cc(-c2nc(C)c(C(=O)NNS(=O)(=O)c3ccc(Cl)cc3Cl)s2)no1,14,1,-1.9,1.0,-0.8,-1,-2,0.3,-3,-7
O=C(NCc1ccc(C(F)(F)F)cc1)C1CC(c2ccccc2[N+](=O)[O-])=NO1 (configuration not stated),4,9,0.5,1.1,0.0,9,1,-0.7,4,3
O=C(Cc1ccc(S(=O)(=O)N2CCCC2)s1)Nc1nc2c(s1)CCCC2,-1,-9,i,0.5,·,3,12,2.6,-5,-2
CCCc1nnc(NC(=O)CC(=O)OCC)s1,16,-2,-0.4,0.5,·,13,3,-0.1,-3,-9

# Some of the compounds tested, so the mix of outcomes need not match the whole.
